GPR151 ag: activates the human receptor GPR151 | PathHunter beta-arrestin GPR151 cells, luminescence | hit rate 1% among 650,000 | activation, % at 11.2 µM | Q8TDV0; in the data active = activation above about 4.9%;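 note: 0% = median of compound wells and 100% = cells with positive control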
Target sequence (Q8TDV0 whole entry, looked up): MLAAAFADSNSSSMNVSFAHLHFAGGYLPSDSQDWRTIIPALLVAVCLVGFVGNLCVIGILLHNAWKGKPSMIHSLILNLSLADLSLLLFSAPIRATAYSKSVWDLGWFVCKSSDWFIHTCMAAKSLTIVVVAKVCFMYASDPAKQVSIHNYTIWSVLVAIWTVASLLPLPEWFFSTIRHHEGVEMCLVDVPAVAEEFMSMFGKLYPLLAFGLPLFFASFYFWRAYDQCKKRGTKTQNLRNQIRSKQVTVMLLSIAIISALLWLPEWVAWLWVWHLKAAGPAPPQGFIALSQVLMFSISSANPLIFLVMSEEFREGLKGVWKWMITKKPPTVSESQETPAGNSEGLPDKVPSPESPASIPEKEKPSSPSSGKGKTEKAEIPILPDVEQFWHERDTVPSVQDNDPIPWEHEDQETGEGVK
MITF primary: blocks human microphthalmia-associated transcription factor | hit rate 0.91% among 650,000 | AlphaScreen MITF homodimerization, bead proximity signal | inhibition, % at 2.6 µM | O75030; in the data active = inhibition above about 50%;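 note: 0% = vehicle wells with protein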
Target sequence (O75030 whole entry, looked up): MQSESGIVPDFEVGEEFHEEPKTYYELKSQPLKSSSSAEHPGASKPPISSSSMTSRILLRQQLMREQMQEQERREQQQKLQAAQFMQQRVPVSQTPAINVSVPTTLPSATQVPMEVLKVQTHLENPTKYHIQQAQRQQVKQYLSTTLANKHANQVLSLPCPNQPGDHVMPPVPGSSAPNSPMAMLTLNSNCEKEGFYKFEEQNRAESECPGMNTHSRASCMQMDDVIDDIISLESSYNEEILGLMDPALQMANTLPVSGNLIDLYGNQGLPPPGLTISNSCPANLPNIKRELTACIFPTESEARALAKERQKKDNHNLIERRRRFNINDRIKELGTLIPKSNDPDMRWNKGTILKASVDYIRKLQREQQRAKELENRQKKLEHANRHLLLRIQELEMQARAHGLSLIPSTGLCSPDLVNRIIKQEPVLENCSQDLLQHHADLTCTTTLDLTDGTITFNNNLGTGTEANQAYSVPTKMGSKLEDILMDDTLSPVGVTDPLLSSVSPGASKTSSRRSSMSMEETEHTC
FBW7 act: activators of human E3 ligase FBW7 | Q969H0 | AlphaScreen FBW7–phospho-cyclin E peptide binding, activator screen | normalized activity (activation), % at 26.1 µM | hit rate 0.13% among 650,000; in the data active = normalized activity above about 1.9%;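 note: purified mutant Fbw7 with reduced substrate affinity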
TEAD-YAP block: TEAD-YAP interaction inhibition. HEK-TIYL cells, TEAD-Gal4/YAP UAS-luciferase luminescence. inhibition, % at 9.12 µM. hit rate 1.4% among 640,000. AID 1259422; in the data active = inhibition above about 32%;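 note: 0% = median of test compound wells and 100% = reference inhibitor wells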
* marks the source's active call; other numbers are inactive results. Hits appear at their usual frequency. Share with any hit: about 3.4%.

SMILES | GPR151 ag | MITF primary | FBW7 act | TEAD-YAP block
CC(=O)c1ccc(NC(=O)C23CCC(C)(C(=O)O2)C3(C)C)cc1 (stereo unspecified) | 2.9 | 4.8 | -0.1 | -2.5
O=C(C1CCN(c2ncccn2)CC1)N1CCN(c2ccccc2)CC1 | 0.2 | -0.3 | -0.1 | -8.3
O=C(Cc1ccccc1)Nc1ccnn1C1CCN(CC2CC=CCC2)CC1 (stereo unspecified) | 0.8 | -8.2 | -0.1 | 3.0
COc1cccc(C2C=C(c3ccc(OC)c(OC)c3)Nc3ncnn32)c1 (stereo unspecified) | -1.1 | -3.7 | -0.1 | 18.8
CN(c1ccccc1)S(=O)(=O)c1ccc(NC(=O)c2cccs2)cc1 | 1.5 | -7.7 | -0.1 | -7.5
c1cncc(-c2nc(NCCc3ccc4c(c3)OCCO4)c3ccccc3n2)c1 | 1.4 | 6.8 | 0.1 | 21.2
Cc1cc(NS(=O)(=O)c2ccc3c(c2)OCCN3C)ccc1Br | 9.0* | 3.8 | -0.1 | 4.6
COc1cc2nc(-c3ccccc3)nc(NCCN3CCOCC3)c2cc1OC | -0.2 | -1.0 | 0.0 | -2.2
Cc1ccc(C)c(S(=O)(=O)NCc2ccsc2)c1 | 0.0 | 8.8 | 0.6 | 1.2
CC(=O)c1cc(NS(=O)(=O)c2ccc(C)cc2)ccc1O | 0.3 | -8.7 | 0.1 | 4.0
CCn1c(SCC(=O)N2CCCC(C)C2)nnc1-c1cccs1 (stereo unspecified) | -1.3 | -25.7 | 0.0 | 5.1
COc1cc(CNC(=O)c2c(C(F)(F)F)nc3ccc(C)cn23)cc(OC)c1OC | 0.0 | 3.6 | -0.1 | 6.6
Cc1ccc(-c2nnc(Nc3ccccc3)o2)cc1 | -9.8 | 4.8 | 0.0 | 44.3*
COc1ccc(S(=O)(=O)Nc2ccc3c(c2)COC3=O)cc1OC | 0.5 | 3.1 | -0.1 | -9.4
COc1cc(Cl)cc2c1OC1(C=C2)c2ccccc2-c2ccccc2N1C (stereo unspecified) | 0.7 | -6.9 | -0.1 | -11.0
Cc1onc(-c2c(Cl)cccc2Cl)c1C(=O)NC(C)(C)C | -0.4 | -7.9 | 0.0 | -2.3
CCCC(=O)Nc1cc(C)c(NC(=O)c2ccc(OC)cc2)cn1 | -0.9 | 5.1 | 0.1 | -4.0
Cc1sc2ncnc(Oc3cccc(C(F)(F)F)c3)c2c1C | 0.2 | 18.9 | 0.1 | 4.9
COc1ccc2nc(N3CCC(NCC(C)C)CC3)nc(C)c2c1 | -1.8 | -35.1 | 0.3 | -5.3
CC(CNC(=O)C1CC2CCCN2C12C(=O)Nc1ccccc12)c1ccccc1 (stereo unspecified) | 4.4 | -9.4 | 0.1 | 1.2
Cc1cccc(OCC(=O)N/N=C/c2ccc(O)c([N+](=O)[O-])c2)c1 | 0.5 | -3.5 | -0.2 | -2.8
O=C(NC1CCCCCC1)c1ccc(OC2CCN(C(=O)c3cccnc3)CC2)cc1 | 0.2 | 9.7 | 0.0 | -3.3
CCN1CCN(C(c2ccccc2)c2nnnn2C(C)(C)CC)CC1 (stereo unspecified) | -0.3 | -15.4 | -0.1 | 2.2
COC(=O)c1sc2nc(-c3cccs3)cc(C(F)(F)F)c2c1N | 0.5 | 15.6 | 0.2 | 7.6
CCOC(=O)c1ccc(S(=O)(=O)NNC(N)=O)cc1 | 0.5 | 3.6 | -0.1 | 4.0
Cc1ccc(S(=O)(=O)NC(C(=O)Oc2ccc3c(c2)oc(=O)c2ccccc23)C(C)C)cc1 (stereo unspecified) | 0.9 | 21.1 | 0.2 | -12.6
Cc1ccccc1Nc1nc(N2CCN(CCO)CC2)nc2c1cnn2C | 0.9 | -1.9 | 0.1 | -5.5
O=C(CCC(=O)Nc1ccc(Br)cc1)N/N=C/c1ccccc1Cl | 0.7 | 2.2 | 0.0 | 6.3
O=c1c2ccccc2nc(-c2ccc(Br)cc2)n1NCc1ccc(F)cc1 | -0.7 | 15.1 | -0.1 | -5.8
CC(=O)c1sc2nc(C)cc(C)c2c1N | 0.6 | -10.3 | 0.0 | 0.5
Cc1ccc(-c2csc(Nc3cccc(O)c3)n2)cc1 | -0.8 | -13.0 | -0.4 | 74.2*
CCOC(=O)CNC(=O)c1cnc(Nc2ccccc2OC)c2ccccc12 | -0.9 | 10.8 | 0.2 | -3.4
CCCCNC(=O)c1ccccc1Cl | -0.3 | 11.1 | 0.2 | -12.1
Cc1ccc(-n2c(-c3ccco3)n[nH]c2=S)cc1C | 1.0 | 1.5 | 0.1 | -5.4
COc1cccc(C2=CCN(c3ccccc3OC)C(=O)N2)c1 | 1.1 | 3.1 | -0.1 | -24.4
CCC(C)NC(=O)Cn1nc(C(F)(F)F)c(Cl)c1C (stereo unspecified) | -1.3 | -5.8 | 0.0 | -6.4
COc1ccc(C(C(=O)NC2CCCC2)N(C(=O)Cc2cccs2)C2CC2)cc1OC (stereo unspecified) | 0.7 | 5.1 | -0.1 | -2.0
C=CCN1C(=O)SC(CC(=O)Nc2cccc(C)c2)C1=O (stereo unspecified) | -0.5 | -12.6 | -0.1 | -5.6
Cc1ccc(N=Cc2nc(-c3ccc(Br)cc3)oc2O)c([N+](=O)[O-])c1 | -0.5 | -0.5 | -0.1 | 6.2
O=C(NC(c1ccccc1)c1ccccc1)c1ccc(N2CCN(c3ccccn3)CC2)c([N+](=O)[O-])c1 | -0.8 | 8.1 | -0.2 | -9.4
COc1c2ccoc2nc2c(OC)c(OCC(O)C(C)(C)O)ccc12 (stereo unspecified) | 1.4 | -0.4 | 0.0 | -19.1
CC(C)NC(=O)c1nn2c(C(F)(F)F)c3c(nc2c1Cl)-c1ccccc1CC3 | 2.0 | 0.3 | -0.1 | 11.6
Cc1cc(N2CC(C(=O)NCc3cccs3)CC2=O)ccc1C(C)C (stereo unspecified) | 0.7 | 5.9 | 0.1 | 0.9
Cc1ccc(OCC(=O)c2cc(C)n(Cc3cccs3)c2C)c([N+](=O)[O-])n1 | 1.0 | 7.2 | -0.1 | 25.4
Cc1ccc(C(=O)N2CCC(O)(c3ccc4c(c3)OCO4)CC2)cc1 | -0.6 | 16.7 | 1.3 | 4.3

Reprinted at random: 2 compounds from above
SMILES | GPR151 ag | MITF primary | FBW7 act | TEAD-YAP block
CN(c1ccccc1)S(=O)(=O)c1ccc(NC(=O)c2cccs2)cc1 | 1.5 | -7.7 | -0.1 | -7.5
O=C(NC1CCCCCC1)c1ccc(OC2CCN(C(=O)c3cccnc3)CC2)cc1 | 0.2 | 9.7 | 0.0 | -3.3

A draw from above in order of SMILES length, ascending:
SMILES | GPR151 ag | MITF primary | FBW7 act | TEAD-YAP block
Cc1ccc(-n2c(-c3ccco3)n[nH]c2=S)cc1C | 1.0 | 1.5 | 0.1 | -5.4
COc1cccc(C2=CCN(c3ccccc3OC)C(=O)N2)c1 | 1.1 | 3.1 | -0.1 | -24.4
O=C(NC(c1ccccc1)c1ccccc1)c1ccc(N2CCN(c3ccccn3)CC2)c([N+](=O)[O-])c1 | -0.8 | 8.1 | -0.2 | -9.4

(list continues)
SMILES | GPR151 ag | MITF primary | FBW7 act | TEAD-YAP block
Oc1ccc(Br)c2c1NC(c1ccc(Cl)cc1)C1CC=CC21 (stereo unspecified) | -1.1 | 8.4 | 0.0 | 5.7
COc1cc(/C=C2\SC(N)=NC2=O)cc(OC)c1O | -1.1 | 4.3 | 0.3 | 2.1
Nc1c(C(=O)c2ccccc2)sc2nc(-c3ccccc3)c3c(c12)CCCC3 | -0.8 | 9.5 | 0.0 | -4.0
COc1cccc(CNC(=O)c2ccc(CS(=O)(=O)Cc3ccccc3C)o2)c1 | -0.1 | 19.3 | 0.2 | 3.3
COc1ccc(-c2cc(C(F)(F)F)n3nc(C(=O)N4CCN(C(=O)c5ccco5)CC4)cc3n2)cc1 | 0.1 | 17.8 | 0.3 | -4.2
NC(=O)COc1ccc(S(=O)(=O)NCc2ccccc2)cc1 | 0.2 | 12.1 | 0.2 | -8.4
COC1C=CC(CNC(=O)c2sc3nc(-c4ccccc4)cn3c2C)(OC)O1 (stereo unspecified) | -0.4 | 13.0 | 0.2 | 6.3
O=C(Nc1ccccc1)c1ccc(-c2ccc(N3CCOCC3)nc2)s1 | -0.2 | 4.0 | 0.1 | -62.2
COC(=O)C(CC(C)C)N1C(=O)c2cc(Cl)c(Cl)cc2C1=O (stereo unspecified) | 1.1 | -8.2 | -0.1 | 4.3
CC1(C)CC(=O)C/C(=N\NC(=O)c2ccccc2)C1 | -0.1 | 4.3 | 0.1 | -34.7
CCOC(=O)c1sc2nc(CC(=O)OC)nc(Nc3cnc4ccccc4c3)c2c1C | 1.1 | 4.9 | -0.1 | -0.8
COC(=O)Cn1c(=O)c2c(nc3n(-c4ccccc4OC)c(C)c(C)n23)n(C)c1=O | 1.8 | -6.6 | 0.2 | 12.2
COc1cccc(CSc2nnc(C(C)C)n2N)c1 | -1.3 | 1.4 | 0.0 | -2.9
COc1ccc2ccccc2c1CN1CCc2nnc(CCNC(=O)C3CCCO3)n2CC1 (stereo unspecified) | 0.6 | -3.9 | 0.0 | -2.8
CCC(=O)Nc1nc2c(s1)C(=O)CC(C(=O)NC1Cc3ccccc3C1)C2 (stereo unspecified) | -0.1 | 11.6 | 0.0 | -9.7
CC1CN(C(=O)CSc2nc3[nH]ncc3c(=O)[nH]2)CC(C)O1 (stereo unspecified) | 1.8 | 0.8 | 0.1 | -1.1
Cc1cccc(-c2nc3ccccc3c(=O)n2NCc2c(F)cccc2Cl)c1 | -0.4 | 0.6 | -0.1 | 5.6
CC(C)CC(C(=O)Nc1ccc(N(C)C)cc1)N1C(=O)c2ccccc2C1=O (stereo unspecified) | -0.5 | -9.8 | -0.1 | -3.1
CCC1CN(Cc2ccc(OC)c(O)c2)Cc2cc(OC)ccc2O1 (stereo unspecified) | -0.6 | -0.5 | -0.1 | -4.0
CC[C@@H]1NC(=O)[C@@H]2C[C@H](NC(=O)Nc3cccc(Cl)c3Cl)CN2C1=O | -2.0 | -12.0 | 0.0 | 3.9
Oc1ccc(N2CCN(C(c3cccnc3)c3nnnn3Cc3ccccc3)CC2)cc1 (stereo unspecified) | 0.0 | -0.6 | 0.1 | -5.2
CCOc1ccc(S(=O)(=O)N(CC(=O)Nc2cccc(OC)c2)c2ccccc2)cc1 | -1.8 | -3.4 | 0.1 | 2.6
COCCn1c(C)cc(C(=O)COC(=O)c2ccc(C(C)(C)C)cc2)c1C | 1.3 | -14.0 | -0.1 | -1.2
COc1ccc(S(=O)(=O)NC2(C(F)(F)F)C(=O)NC(C)=C2C#N)cc1 (stereo unspecified) | 0.2 | 19.8 | 0.5 | 3.5
O=C(CN1c2cccc3cccc(c23)S1(=O)=O)Nc1ccc(Br)cc1F | 7.1* | -8.6 | 0.0 | 8.2
O=C(C1CC(c2ccc(Cl)cc2)=NO1)N1CCCCC1 (stereo unspecified) | -0.2 | -9.7 | 0.3 | -87.4
CCOc1ccc(N2C(=O)CC(N3CCN(C(=O)c4ccco4)CC3)C2=O)cc1 (stereo unspecified) | 1.2 | 16.4 | 0.4 | -7.8
CCn1c(COc2cccc(C)c2C)nnc1SCC(=O)NC | -0.2 | 18.3 | 0.2 | 2.1
Cc1cc(C)nc(SC2CCCCC2=O)n1 (stereo unspecified) | -0.1 | 11.5 | -0.1 | 5.8
O=C(Nc1nnc(COc2ccccc2Cl)s1)c1ccc(F)cc1 | -1.3 | 15.4 | 0.1 | 16.6

Copied from above (2 entries):
SMILES | GPR151 ag | MITF primary | FBW7 act | TEAD-YAP block
CC1CN(C(=O)CSc2nc3[nH]ncc3c(=O)[nH]2)CC(C)O1 (stereo unspecified) | 1.8 | 0.8 | 0.1 | -1.1
Cc1cccc(-c2nc3ccccc3c(=O)n2NCc2c(F)cccc2Cl)c1 | -0.4 | 0.6 | -0.1 | 5.6

The list continues.
SMILES | GPR151 ag | MITF primary | FBW7 act | TEAD-YAP block
O=C(CCCC(=O)N1CCN(c2cccc(Cl)c2)CC1)c1ccccc1 | 1.4 | 18.1 | 0.7 | -13.5
CCCCC(=O)NC1(C(F)(F)F)NC(=O)N(c2ccccc2)C1=O (stereo unspecified) | 0.7 | 10.2 | 0.0 | 10.3
Cc1cc(C)cc(C(=O)NN2CCOCC2)c1 | 1.7 | -11.0 | 0.0 | -8.1
CCCCn1c(NCc2ccncc2)nc2ccccc21 | -1.3 | 24.1 | 0.1 | 4.8
Cc1noc(C)c1-c1cn2c(NC(=O)CC3CCOCC3)c(C)nc2cn1 | 0.6 | 0.7 | -0.2 | 4.7
O=C(C(c1ccccc1)c1ccccc1)N1CCc2ccccc21 | 1.9 | 1.9 | 0.0 | 3.1
CS(=O)(=O)N(CC(=O)NC1CCCC1)c1cc(C(F)(F)F)ccc1Cl | 1.1 | 20.6 | 0.2 | 4.4
Cc1cc(Nc2ccc(C)c(C)c2)n2nc(C)nc2n1 | 0.0 | -11.7 | 0.1 | 0.1
O=C(Nc1ccc(Cl)cc1C(=O)NCCCCO)c1ccco1 | 0.0 | -0.1 | 0.0 | 13.2
O=C(Nc1ccc2ccccc2c1)N1CCN(c2ccc([N+](=O)[O-])cc2)CC1 | -0.1 | -1.3 | -0.2 | -1.7
CCN=C1S/C(=C\c2cn(C(C)=O)nc2-c2ccc(F)cc2)C(=O)N1CC | -0.2 | 8.4 | 0.0 | 12.2

Bioassay records (PubChem BioAssay)
